Screening results deposited in PubChem by National Center for Advancing Translational Sciences (NCATS).
IL-1B inflam inh: qHTS for Inhibitors of Inflammasome Signaling: IL-1-beta AlphaLISA Primary Screen | hit rate 4.7% among 360,000 | THP-1 LPS/ATP IL-1B secretion, AlphaLISA, 16 h; stronger effect = lower value | activity change, % at 57.5 µM; in the data active = activity change below about -50%; inconclusive = mostly about -30% to -49%; note: % is set by controls: 0 for no effect and ±100 for the full control effect
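Secreted IL-1B measured by AlphaLISA bead assay after 16 h compound exposure of THP-1 cells; compounds (final up to 57.5 uM) added 1 h before LPS (250 ng/mL) and ATP (1.25 mM) stimulation; lower signal means less secretion.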
ATXN2 expr inh: Primary qHTS for Inhibitors of ATXN expression; HEK-293 ATXN2-luciferase reporter, luminescence, 24 h; Potency, µM (doses to about 57 µM), for inactives: at the top dose activity change, negative = inhibition, hits mostly inhibitors; hit rate 0.72% among 360,000; note: potency is the fitted concentration of half-maximal effect; % is set by controls: 0 for no effect and ±100 for the full control effect; nearly all actives have a fitted effect of over 55% in size
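qHTS (up to 57 uM final) was run with 24 h compound exposure of reporter cells at 37 °C. Each well was multiplexed: SteadyGlo luminescence measured ATXN2-luciferase expression after a fluorogenic Gly-Phe-AFC viability readout (25 uM final).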
WRN helicase inh: qHTS for Inhibitors of WRN Helicase. Bifunctional 3'-5' exonuclease/ATP-dependent helicase WRN (Homo sapiens), Q14191. WRN helicase unwinding, fluorescent forked duplex, kinetic. Potency, µM (titrated, usually from 114 µM), for inactives: at the top dose activity change, negative = inhibition, hits mostly inhibitors. hit rate 0.46% among 360,000. AID 651768, 2012; note: potency is the fitted concentration of half-maximal effect; % is set by controls: 0 for no effect and ±100 for the full control effect; nearly all actives have a fitted effect of over 55% in size
Target sequence (Q14191 whole entry, looked up): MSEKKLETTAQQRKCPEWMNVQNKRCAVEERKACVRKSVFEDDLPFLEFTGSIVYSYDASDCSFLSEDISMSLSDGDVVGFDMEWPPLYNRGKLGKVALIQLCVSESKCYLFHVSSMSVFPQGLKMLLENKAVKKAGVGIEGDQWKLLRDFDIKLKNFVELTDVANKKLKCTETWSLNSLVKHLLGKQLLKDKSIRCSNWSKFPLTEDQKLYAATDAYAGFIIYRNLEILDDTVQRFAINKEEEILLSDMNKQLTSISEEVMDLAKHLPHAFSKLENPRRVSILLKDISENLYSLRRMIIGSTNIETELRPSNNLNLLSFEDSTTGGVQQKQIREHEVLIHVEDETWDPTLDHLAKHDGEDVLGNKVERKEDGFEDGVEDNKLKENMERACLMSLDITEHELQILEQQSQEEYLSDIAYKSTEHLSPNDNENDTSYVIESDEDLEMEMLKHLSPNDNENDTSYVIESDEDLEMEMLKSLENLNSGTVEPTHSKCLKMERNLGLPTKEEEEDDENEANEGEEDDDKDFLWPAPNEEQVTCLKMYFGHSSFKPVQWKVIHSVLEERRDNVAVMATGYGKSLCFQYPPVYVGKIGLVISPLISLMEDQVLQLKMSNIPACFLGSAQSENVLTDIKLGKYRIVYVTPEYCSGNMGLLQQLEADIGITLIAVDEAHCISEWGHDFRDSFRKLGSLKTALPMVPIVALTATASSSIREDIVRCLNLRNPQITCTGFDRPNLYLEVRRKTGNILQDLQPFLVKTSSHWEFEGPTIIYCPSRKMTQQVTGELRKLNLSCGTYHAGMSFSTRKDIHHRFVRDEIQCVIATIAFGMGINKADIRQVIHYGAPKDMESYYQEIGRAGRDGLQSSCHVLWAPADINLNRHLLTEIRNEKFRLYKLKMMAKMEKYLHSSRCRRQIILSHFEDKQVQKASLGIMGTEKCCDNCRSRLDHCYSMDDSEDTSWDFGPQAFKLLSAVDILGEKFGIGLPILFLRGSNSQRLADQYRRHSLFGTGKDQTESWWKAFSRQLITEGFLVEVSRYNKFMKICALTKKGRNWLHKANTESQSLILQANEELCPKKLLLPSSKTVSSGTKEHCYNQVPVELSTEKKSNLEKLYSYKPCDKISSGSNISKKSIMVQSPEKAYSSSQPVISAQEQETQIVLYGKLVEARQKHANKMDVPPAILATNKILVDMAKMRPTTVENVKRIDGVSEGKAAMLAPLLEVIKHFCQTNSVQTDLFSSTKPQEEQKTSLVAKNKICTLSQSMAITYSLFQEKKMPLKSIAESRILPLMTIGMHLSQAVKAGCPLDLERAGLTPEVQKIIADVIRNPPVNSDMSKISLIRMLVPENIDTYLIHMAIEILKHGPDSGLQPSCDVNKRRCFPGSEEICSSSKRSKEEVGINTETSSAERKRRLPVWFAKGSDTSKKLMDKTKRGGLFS
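Enzyme (20 nM final) and test compound sit together 15 min at room temperature before substrate addition. Substrate is a single-forked duplex oligonucleotide (100 nM) labelled with fluorophore and quencher, with 2 mM ATP; helicase unwinding raises red fluorescence, read kinetically.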
MCF10A rerep: A quantitative high throughput screen for small molecules that induce DNA re-replication in MCF 10a normal breast cells; MCF 10A DNA re-replication, Hoechst nuclear intensity, 48 h; Potency, µM (doses to about 46.1 µM), without a hit: at the top dose activity, positive = re-replication, most hits filed as activators; hit rate 2.9% among 350,000; AID 624296, 2012; note: potency is the fitted concentration of half-maximal effect; % of control where 0% means no effect; nearly all actives have a fitted effect of over 50% in size
KB-3-1 tox: qHTS assay for MDR1-selective chemotherapeutics: Primary screen using the parental adenocarcinoma cell KB-3-1. KB-3-1 viability, CellTiter-Glo ATP luminescence, 72 h. Potency, µM (titrated, usually from 46.1 µM), for inactives: at the top dose activity change, negative = cytotoxic, most hits filed as cytotoxic. hit rate 1.4% among 400,000; note: potency is the fitted concentration of half-maximal effect; % is set by controls: 0 for no effect and ±100 for the full control effect; nearly all actives have a fitted effect of over 60% in size
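Parental KB-3-1 adenocarcinoma cells in phenol-red-free DMEM with 10% FBS were pin-treated with compounds at several concentrations, incubated 72 h at 37 °C, and viability read by CellTiter-Glo luminescence; concentration-effect curves were fitted after normalization.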
SW480 rerep: A quantitative high throughput screen for small molecules that induce DNA re-replication in SW480 colon adenocarcinoma cells. SW480 DNA re-replication, Hoechst DNA content imaging, 48 h. Potency, µM (series often up to 46.1 µM), for inactives: at the highest dose re-replication activation, most hits filed as activators. hit rate 1.8% among 340,000. AID 624297, 2012; note: potency is the fitted concentration of half-maximal effect; % of control where 0% means no effect; nearly all actives have a fitted effect of over 55% in size
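Hoechst fluorescence of nuclei (405 nm excitation, 500-530 nm emission) measured by plate-scanning imager after 48 hr compound exposure at 37 C; re-replication scored as increased number of nuclei with elevated intensity.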
HT1080 IDH1KD tx: qHTS for induction of synthetic lethality in tumor cells producing 2HG: qHTS for the HT-1080-IDH1KD cell line | HT-1080 IDH1 knockdown viability, ATP luminescence, 48 h | Potency, µM (series often up to 46.1 µM), inactives show at the top dose activity, negative = toxicity, usual class: cytotoxic | hit rate 2% among 360,000;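 note: potency is the fitted concentration of half-maximal effect; 0% = DMSO wells and -100% = cell-free medium wells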
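After a 2 h attachment period, IDH1KD HT-1080 cells took pin-transferred compound for 48 h at 37 °C; ATP-based luminescence after 10 min room-temperature reagent incubation reported viability.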
KB-V1 cytotox: qHTS assay for MDR1-selective chemotherapeutics: Primary screen using the drug-selected MDR subline cells KB-V1 | hit rate 3.4% among 400,000 | KB-V1 MDR cells viability, CellTiter-Glo, 72 h | Potency, µM (series often up to 46.1 µM), without a hit: at the top dose activity change, negative = cytotoxicity, actives largely listed as cytotoxic; note: potency is the fitted concentration of half-maximal effect; % is set by controls: 0 for no effect and ±100 for the full control effect; nearly all actives have a fitted effect of over 60% in size
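Luminescent ATP read-out (CellTiter-Glo, 10 min) measures survival of drug-selected KB-V1 MDR cells after 72 h, 37 degrees C compound exposure. Medium: phenol-red-free DMEM, 10% FBS. Values from fitted concentration-response curves.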
HT1080-NT tox: qHTS for induction of synthetic lethality in tumor cells producing 2HG: qHTS for the HT-1080-NT fibrosarcoma cell line; HT-1080-NT fibrosarcoma viability, CellTiter-Glo ATP luminescence, 48 h; Potency, µM (titrated, usually from 46.1 µM), for the others: top-dose activity, negative = less viability, most hits filed as cytotoxic; hit rate 1.6% among 360,000; AID 686970, 2013;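 note: NT is the 2HG producing partner of a matched IDH1 knockdown line; potency is the fitted concentration of half-maximal effect; 0% = DMSO-treated cells and -100% = media-only wells without cells; nearly all actives have a fitted effect of over 55% in size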
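750 cells/well, RPMI + 5% FBS; 2 h settle, compound pin-transfer, 48 h at 37 degrees C. CellTiter-Glo 10 min RT, luminescence. Normalized to DMSO and media-only wells.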
Active calls of the source: *; ? = inconclusive; · = not tested or not shown; [ ] = dose if it differs, or a comment. Unless noted, calls come from the whole dose curve; as a rule, active = well fitted curve in the direction sought with a large enough effect; inconclusive = small, poorly fitted or top-dose-only effect, or another doubt; inactive = no such curve, though single readings can be large; an effect the other way counts as inactive or inconclusive.

SMILES | IL-1B inflam inh | ATXN2 expr inh | WRN helicase inh | MCF10A rerep | KB-3-1 tox | SW480 rerep | HT1080 IDH1KD tx | KB-V1 cytotox | HT1080-NT tox
Cc1sc2nc(CSc3nnc(Cc4cccs4)n3C3CCCCC3)[nH]c(=O)c2c1C | 3.6 | -13.2% | -5.3% | -8.5% | 20.7% | -0.8% | -1.0% | -14.9% | -2.1%
Cc1c(NC(=O)/C(C#N)=C\c2cccs2)c(=O)n(-c2ccccc2)n1C | 6.7 | 12.0% | 3.0% | -1.1% | 16.8% | -5.5% | 0.3% | 4.9% | 5.0%
CCC1=NN2C(=N)/C(=C\c3ccc(OCCOc4ccc(NC(C)=O)cc4)cc3)C(=O)N=C2S1 | 1.6 | -9.5% | -6.9% | 6.3% | 12.6% | 4.7% | 4.2% | 22.3% | 0.2%
COCCNC(=O)C1CC(=O)N(c2ccc(OC)cc2)C1c1ccc(OC)cc1 (stereo not given) | -5.4 | 2.8% | 6.7%[57.1 µM] | 2.6% | 0.5% | 0.0% | 2.9% | 0.0% | 8.3%
COc1cccc(NC(=O)c2cnc(NS(=O)(=O)c3ccccc3)nc2)c1 | 41.5 | · | -5.1% | · | 0.8% | · | 10.0% | -4.6% | 12.1%
CCOC(=O)CSc1cc(C)nc2ccc(OC)cc12 | 8.3 | 12.4% | 10.0% | 21.9% | -0.1% | -135.6%[inhibitor] | -0.2% | 21.1% | -3.4%
O=C(Cn1cccc1)N1CCN(C(c2ccccc2)c2ccccc2)CC1 | -4.9 | -0.6% | 8.0% | 1.8% | -0.1% | 13.8% | -7.3% | 0.0% | 5.4%
COc1cc(C(Nc2ccc(S(=O)(=O)NCC3CCCO3)cc2)C(=O)NC(C)(C)C)cc(OC)c1OC (stereo not given) | -7.9 | 17.8% | 1.6% | 7.8% | 18.3% | -6.7% | 0.0% | 7.9% | 2.1%
C=CCN1C(=O)/C(=c2\sc3nc(=O)c(Cc4ccc(OC)c(OC)c4)nn3c2=O)c2ccccc21 | -4.5 | -10.4% | 0.2% | -3.0% | 0.8% | -1.3% | -8.9% | 12.3% | -25.4%
Cc1ccc(S(=O)(=O)CCc2nnc(NC(=O)COc3cccc(C)c3)s2)cc1 | 33.8 | -12.2% | -22.1% | 5.6% | 23.5% | -4.0% | 0.5% | 7.4% | 1.0%
CSc1nc2nc(-c3cccc(C(F)(F)F)c3)ccn2n1 | 3.1 | -27.1% | -4.7% | -4.3% | 12.4% | -5.0% | 9.4% | -1.8% | 11.9%
COc1ccc(CNC(=O)C(CCSC)NS(=O)(=O)c2ccccc2F)cc1 (stereo not given) | 5.3 | -1.0% | -3.9% | 0.6% | -3.3% | -5.6% | -19.1% | -6.1% | 5.3%
CCn1c(CCC(=O)Nc2cc(F)ccc2C)nc2cc(S(=O)(=O)N(C)C)ccc21 | 1.5 | -7.0% | 4.0% | 2.3% | -15.2% | 5.7% | 5.1% | -5.3% | 7.9%
CC(=O)c1ccc(NC(=O)CN2CCC(NC(=O)c3ccccc3C)CC2)cc1 | 10.9 | · | 8.2% | · | 3.7% | · | -0.7% | 1.0% | 0.6%
O=C(CNC(=O)c1ccc(S(=O)(=O)N2CCCC2)cc1)N/N=C/c1ccc(Cl)cc1 | -12.9 | -22.1% | -24.3% | 0.3% | 23.8% | -6.8% | -9.1% | ? | -2.6%
O=C(CSc1ccccc1)Nc1nnc(C2CC2)s1 | 21.2 | 13.0% | -2.9% | 2.4% | -8.3% | -14.7% | 4.6% | -5.9% | 12.5%
Cc1ccsc1-c1nc(-c2ccccc2)c(-c2ccccc2)[nH]1 | -2.2 | 0.3% | -1.0% | 5.6% | ? | ? | -21.8% | -9.0% | -3.7%
Cc1ccc(NS(=O)(=O)c2cccc(C(=O)NCCCN3CCOCC3)c2)cc1 | -4.6 | 4.7% | -5.5% | 17.0% | -0.3% | -2.8% | 8.0% | -9.7% | 1.0%
COc1cc(/C=C2\C(=N)N3N=C(S(C)(=O)=O)SC3=NC2=O)ccc1OCCOc1ccc(C)cc1 | 15.3 | 15.4% | -33.3%[11.6 µM] | ? | -3.3% | 3.9% | 10.9% | 4.7% | 0.9%
Cc1noc(/C=C/N(C)C)c1S(=O)(=O)N1CCCC(C(=O)N2CCCCC2)C1 (stereo not given) | -10.2 | -18.4% | 6.2% | ? | -1.3% | -5.0% | 4.4% | -1.5% | 13.6%
O=C(CN1C(=O)c2ccccc2C1=O)N1CCOCC1 | 12.9 | -13.7% | 6.9% | -8.1% | 7.9% | -2.0% | 11.3% | ? | 12.1%
Cc1ccc2c(c1)NC(=O)C(CC(=O)NCCCN1CCCC1)O2 (stereo not given) | 5.5 | 0.2% | 0.1% | 13.0% | 3.8% | -1.7% | 9.8% | 26.8% | 6.6%
COc1ccc(NC(=O)COC(=O)[C@@H](NC(=O)c2c(F)cccc2F)C(C)C)cc1 | 11.6 | · | 4.5% | -3.1% | 11.8% | -2.8% | -15.4% | 17.3% | -13.6%
Cc1csc(SCC(=O)Nc2cccc(C)c2C)n1 | 9.6 | -3.8% | 5.9% | -3.5% | 5.2% | -2.0% | 10.4% | 16.4µM* | -0.9%
CC(C)(O)C#Cc1ccc(CN2CCN(Cc3ccccc3)C(CCO)C2)s1 (stereo not given) | 3.4 | -5.7% | 2.7%[57.1 µM] | 14.7% | 5.7% | -13.3%[1.84 µM] | -0.5% | ? | -1.6%
Cn1c(Nc2ccc(Cl)cc2F)nc2cc(-c3ccccc3)sc2c1=O | 102.4 | 12.2% | -4.7% | · | ? | · | 0.7% | 20.5% | 17.5%
O=C(O)c1ccc(N/N=C/c2cn(-c3ccccc3)nc2-c2cccs2)cc1 | 43.7 | · | -31.0% | 23.1µM* | -23.8% | 28.6% | ? | -15.3% | ?
COc1ccc(S(=O)(=O)Nc2ccc3c(c2)C(=O)N([C@H](C)CO)C[C@H](C)[C@@H](CN(C)S(=O)(=O)c2ccccc2)O3)cc1 | -14.1 | 0.6% | 5.1% | 1.9% | -1.8% | 6.2%[9.22 µM] | -3.4% | 13.8% | 0.3%
O=C(COc1ccccc1)NCC(=O)N/N=C/c1cc(Br)ccc1OCc1ccccc1 | -52.6* | · | 0.1% | 3.1% | -18.6% | ? | ? | ? | -22.1%
NC(=O)c1ccc(NC(=O)COC(=O)/C=C/c2ccc(Br)o2)cc1 | 1.5 | 8.6% | 31.6µM* | -0.3% | 0.9% | -2.2% | 4.0% | 4.5% | 6.2%
Cc1ccnc(NS(=O)(=O)c2ccc(NC(=O)c3ccc(S(=O)(=O)N4CCCC4)cc3)cc2)n1 | -2.0 | -4.5% | 0.0% | ? | 9.8% | -12.5% | 0.8% | 3.8% | -5.7%
COC(C(=O)Nc1ccnn1C1CCN(Cc2ccc(Cl)s2)CC1)c1ccccc1 (stereo not given) | -12.2 | -15.2% | 2.3% | 5.7% | 1.8% | ? | -2.8% | -3.0% | -6.9%
CCOc1ccc2[nH]c3c(NCCc4ccc(OC)c(OC)c4)ncnc3c2c1 | -96.5* | 17.8µM* | -14.5% | ? | -2.8% | ? | ? | -30.3% | ?
O=C(Cc1ccc(S(=O)(=O)N2CCOCC2)s1)Nc1ccccc1N1CCOCC1 | 25.4 | -15.5% | ? | 3.2% | -13.7% | -13.7% | 4.3% | ? | 2.4%
COc1ccc(Cl)cc1NC(=O)CCN1C(=O)C2C3CCC(C3)C2C1=O (stereo not given) | -8.8 | 6.7% | 7.8% | -19.1% | 5.3% | -14.3% | -0.4% | -2.5% | 5.5%
O=C1[C@H]2CC3C=CC2(O3)[C@@H]2OCCCN12 (stereo not given in full) | 8.4 | 6.5% | -1.4% | -7.2% | 9.8% | -1.3% | 10.6% | -8.5% | 3.8%
c1ccc2c(C[C@@H]3CNCCN3CCC34CC5CC(CC(C5)C3)C4)cccc2c1 | 10.2 | -31.0% | -1.3% | -9.7% | 0.0% | -2.0% | -3.4% | 0.0% | -16.8%
O=C(c1ccco1)N1CCC(c2nc(-c3ccccc3Cl)no2)CC1 | 4.9 | -6.2% | -7.8% | -17.4% | -2.4% | -10.2% | -4.3% | 0.0% | -2.9%
O=C(CCN1C(=O)CSC1=O)Nc1ccccc1 | 7.1 | 1.9% | 5.6% | 8.0% | -2.9% | -11.8% | 12.2% | 0.0% | 6.9%
N#Cc1cc2c(nc1SCC1COc3ccccc3O1)CCC2 (stereo not given) | 22.1 | 50.2%[activator] | -6.8% | ? | 1.6% | -0.4%[9.22 µM] | -12.1% | -4.7% | -14.5%
CCOC(=O)c1[nH]c2ccc(OC)cc2c1NC(=O)CCN1CCSCC1 | 22.4 | -27.5% | 0.7% | 6.0% | -2.5% | ? | -13.7% | -6.0% | -7.3%
COc1ccc(-c2nnc(SCC(=O)NC(=O)NCc3ccccc3)o2)cc1 | 15.9 | 16.5% | -2.7% | -9.2% | 5.1% | 0.7% | 0.0% | 4.6% | 1.7%
CCCn1c(SCC(=O)Nc2cccnc2Cl)n[nH]c1=O | -7.8 | · | 3.1% | 0.1% | -1.8% | -9.0% | 13.3% | -0.5% | -0.1%

Compounds as they come; any-hit rate near 12%.
